Screening results from PubChem.
Pin1 inh = blocks the human prolyl isomerase Pin1. Q13526. Pin1 FP peptide displacement, HiFluor488, 10 min. Potency, µM (titrated, usually from 115 µM), for inactives: at the top dose activity, negative = inhibition, actives largely listed as inhibitors. 390,000 tested, 0.009% active. AID 504891; active means well fitted inhibition curve with a large enough effect in the polarisation, with a control signal flat, not every such curve was filed as active; inconclusive means small, poorly fitted or top-dose-only effect, or effect the other way, or a change in a side signal; inactive means no such curve, though single readings can be large or run the other way; the % refers to the polarisation; further: potency means the concentration at half of the fitted maximal effect; on the % scale 0 is the no-effect control and ±100 the full control effect
TrxR1 substrate = is turned over as a substrate by rat TrxR1 | 390,000 tested, 0.01% active | Potency, µM (series often up to 114 µM), for the others: top-dose activity change, negative = substrate turnover | purified TrxR1 substrate turnover, NADPH consumption readout | AID 588456; further: potency means the concentration at half of the fitted maximal effect; on the % scale 0 is the no-effect control and ±100 the full control effect; nearly all actives have a fitted effect of over 50% in size
Target sequence (O89049 whole entry, looked up): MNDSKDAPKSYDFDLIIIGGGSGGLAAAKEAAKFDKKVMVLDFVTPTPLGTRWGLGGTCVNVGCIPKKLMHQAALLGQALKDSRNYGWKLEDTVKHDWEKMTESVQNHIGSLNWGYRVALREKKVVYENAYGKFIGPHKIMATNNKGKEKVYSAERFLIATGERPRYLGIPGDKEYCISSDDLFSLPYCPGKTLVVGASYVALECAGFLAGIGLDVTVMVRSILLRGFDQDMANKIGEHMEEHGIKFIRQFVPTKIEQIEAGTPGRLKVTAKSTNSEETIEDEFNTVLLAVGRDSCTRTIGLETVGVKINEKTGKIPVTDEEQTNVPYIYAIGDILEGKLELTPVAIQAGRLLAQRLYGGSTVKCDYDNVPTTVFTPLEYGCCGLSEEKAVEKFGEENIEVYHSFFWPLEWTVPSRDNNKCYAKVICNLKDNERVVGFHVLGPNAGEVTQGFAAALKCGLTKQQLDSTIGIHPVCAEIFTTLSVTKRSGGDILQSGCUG
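Rat TrxR1, dispensed at 90 nM, was prereduced with 400 uM NADPH (final) for 5 min at ~22 deg C, then incubated with compound 15 min before 400 uM selenite. A first-read NADPH fluorescence drop versus no-compound background flagged substrates.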
D2 antagonist = D2 dopamine receptor (human) antagonism. P14416. HEK293 TREx D2 cells, calcium flux, dopamine EC80. inhibition, % at 10 µM. 340,000 tested, 2% active. AID 485344; in the data active means inhibition above about 30%; further: 0% is about no effect
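Compounds are added to dye-loaded, induced HEK293 T-REx cells coupled to calcium release via D2; after a 3 min kinetic read an EC80 dopamine stimulus is given and fluorescence is recorded for 3 more min.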
TrxR1 inh = rat TrxR1 inhibition | O89049 | recombinant rTrxR1, NADPH fluorescence consumption, selenite substrate | 390,000 tested, 1% active | Potency, µM (doses to about 114 µM), for the others: top-dose activity change, negative = inhibition, most hits filed as inhibitors; further: potency means the concentration at half of the fitted maximal effect; on the % scale 0 is the no-effect control and ±100 the full control effect; nearly all actives have a fitted effect of over 65% in size
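Rat TrxR1 (90 nM in the dispensed reagent) was pre-reduced with 400 uM NADPH for 5 min at room temperature, then incubated with compound for 15 min. After 400 uM selenite was added, NADPH fluorescence (Ex 340/Em 450 nm) was followed for 8 min.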
IDH1 R132H inh = human IDH1 R132H inhibition | O75874 | IDH1-R132H enzyme, NADPH consumption, diaphorase/resazurin fluorescence | Potency, µM (highest dose often 76.6 µM), for inactives: at the top dose activity change, negative = inhibition, usual class: inhibitors | 390,000 tested, 0.093% active | AID 602179; further: potency means the concentration at half of the fitted maximal effect; on the % scale 0 is the no-effect control and ±100 the full control effect; nearly all actives have a fitted effect of over 65% in size
Target sequence (O75874 whole entry R132H, stated change not applied): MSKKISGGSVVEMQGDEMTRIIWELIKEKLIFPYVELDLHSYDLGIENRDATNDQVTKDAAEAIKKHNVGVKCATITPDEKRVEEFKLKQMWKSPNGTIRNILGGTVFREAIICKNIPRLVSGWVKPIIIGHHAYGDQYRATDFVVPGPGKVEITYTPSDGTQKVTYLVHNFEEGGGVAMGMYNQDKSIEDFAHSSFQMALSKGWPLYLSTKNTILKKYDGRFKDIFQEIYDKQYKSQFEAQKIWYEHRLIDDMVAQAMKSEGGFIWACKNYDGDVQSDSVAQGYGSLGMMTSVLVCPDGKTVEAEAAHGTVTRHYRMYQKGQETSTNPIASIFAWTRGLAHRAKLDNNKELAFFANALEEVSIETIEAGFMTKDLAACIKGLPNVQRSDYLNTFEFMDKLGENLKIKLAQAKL
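IDH1-R132H (0.5 ug/mL) preincubated 30 min with compound, then NADPH (0.016 mM) and alpha-KG (2 mM) added; 80 min at RT, pH 7.5. Remaining NADPH coupled via diaphorase/resazurin to fluorescence (540/590 nm); concentration-response curves normalized to no-enzyme control.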
USP1 inh = blocks the human USP1/UAF1 deubiquitinase complex. recombinant USP1/UAF1, Ub-Rhodamine cleavage fluorescence. Potency, µM (titrated, usually from 57.1 µM), inactives show at the top dose activity change, negative = inhibition, hits mostly inhibitors. 390,000 tested, 0.23% active; further: potency means the concentration at half of the fitted maximal effect; on the % scale 0 is the no-effect control and ±100 the full control effect; nearly all actives have a fitted effect of over 60% in size; inactives centre near -12
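In this screen, compounds sit with the deubiquitinase complex (1nM) for 15 min at room temperature before Ub-Rho is added at 150nM final. Fluorescence rise is then followed for 6 reads every 60 seconds.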
TRHR ag = activates the human TRH receptor | P34981 | TRHR cells, calcium flux fluo-8, FDSS agonist mode | activation, % at 2 µM | 360,000 tested, 0.18% active | AID 493084; in the data active means activation above about 30%; further: 0% is about no effect
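TRHR-expressing cells loaded with fluo-8 calcium dye; 23 nL library compound pin-transferred, kinetic FDSS fluorescence (Ex 480/Em 530) recorded about 180 s for agonist-induced calcium release, before a 10 nM TRH EC20 addition for potentiator mode.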
D2 agonist = D2 dopamine receptor (human) agonism | P14416 | HEK293 T-REx D2 cells, calcium flux agonist mode | activation, % at 2 µM | 340,000 tested, 0.53% active | AID 485358;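 active means activation over 3 SD above normal in the single-dose calcium agonist read, cut at about 30% in these data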; further: 0% is about no effect
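HEK293 Trex D2 cells, tetracycline-induced, o/n 30 C 5% CO2; no-wash Ca dye, RT 30–90 min; 10-cycle baseline, 23 nl cpd added, kinetic Ca read 180 s; agonist hits = positive Ca response.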
TRHR enhancer = TRH receptor (human) allosteric enhancement; P34981; TRHR cells, fluo-8 calcium fluorescence, EC20 TRH enhancement; enhancement, % at 2 µM; 360,000 tested, 0.66% active; in the data active means enhancement above about 30%; further: 0% is about no effect
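TRHR-expressing cells loaded with fluo-8 calcium dye were read kinetically (ex 480/em 530) during compound addition, then stimulated with an EC20 of TRH (10 nM final). Enhancement of the Gq-mediated intracellular calcium response was scored.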
Active calls of the source: *; u = inconclusive; x = no result given; & = joins results of further samples; [ ] = another dose, or the depositor's remark. Unless noted, the call rests on the fitted dose curve; in most records, active means well fitted inhibition curve with a large enough effect; inconclusive means small, poorly fitted or top-dose-only effect; inactive means no such curve, though single readings can be large or run the other way.

Structure	Pin1 inh	TrxR1 substrate	D2 antagonist	TrxR1 inh	IDH1 R132H inh	USP1 inh	TRHR ag	D2 agonist	TRHR enhancer
CC1(c2ccccc2)NC(=O)N(CC#N)C1=O (centres undefined)	0.0%	8.5%[57.1 µM]	1.9	5.4%[57.1 µM]	2.5%	2.5%	-0.1	0.4	9.1
Cc1cc2c(cc1S(=O)(=O)N1CCOCC1)NC(=O)CO2	-0.2%	-5.1%	4.8	-4.6%	-0.7%	-16.0%	0.1	0.8	-1.4
NC(=O)CNC(=O)[C@@H]1CC2(CC(c3ccccc3)=NO2)CN1C(=O)c1ccc(Br)cc1 (some centres undefined)	-8.9%	3.2%[57.1 µM]	-5.4	5.5%[57.1 µM]	-9.7%	12.7%	-0.5	-0.2	8.7
O=C(O)c1ccccc1OC(=O)C12CC3CC(CC(C3)C1)C2	-2.6%	5.5%[57.1 µM]	15.1	11.0%[57.1 µM]	-1.3%	-12.6%	0.1	0.0	-3.8
Cc1cc(C)c2nc(N(CCCN(C)C)C(=O)c3ccc4c(c3)OCCO4)sc2c1	0.0%	-12.2%[57.1 µM]	25.9	6.7%	3.3%	-1.0%	3.9	0.6	-7.8
O=C1C=C(c2ccccc2)OC(=O)C1C(=O)c1ccccc1 (centres undefined)	-0.6%	0.4%	9.9&-13.5	15.3%	7.0%	-1.0%	0.2&-1.2	-0.8&-0.6	2.2&2.5
COc1ccccc1C1N(c2ccc(Cl)cc2)C(=O)C2CCCN21 (centres undefined)	37.0%[activator]	-2.8%	-6.6	-6.6%	6.2%	-25.9%	3.5	-0.5	4.0
COc1ccccc1CNC(=O)C(=O)NCC1OCCN1C(=O)c1ccc(Cl)cc1 (centres undefined)	4.7%	1.2%	0.5	24.6%	6.2%	-1.1%	0.3	-0.5	5.8
COc1ccc(-c2c(O)c(C#N)c(-c3ccccc3)n(-c3ccc(OC)cc3)c2=O)cc1	u	-1.6%	15.2	9.9%	2.6%	-13.3%	0.9	-0.4	-3.8
CC1CN(C(=O)CCC(=O)N2CCCCC2)c2cc(Cl)ccc2O1 (centres undefined)	7.4%	3.7%	-1.4	19.1%	-3.7%	-18.5%	-0.6	-1.6	-9.7
O=C(CSc1nnc(-c2n[nH]c3ccccc23)n1-c1ccccc1)Nc1ccccc1Cl	4.9%	-10.2%	-2.7	-14.1%	0.5%	-15.7%	0.1	0.1	-0.8
c1ccc(CNc2nc3ccccc3n2CCN2CCOCC2)nc1	-0.7%	3.7%[57.1 µM]	4.4	12.2%	0.3%	-13.6%	-1.1	-0.1	8.0
CCC(C)NC(=O)c1ccc(C)c(NC(=O)C2=C(C)OCCS2)c1 (centres undefined)	0.5%	-10.5%	-10.1	-6.8%	19.7%	-14.6%	-0.6	0.5	-0.3
CCCN(CCC)Cc1c(C(=O)N/N=C/c2cccs2)nnn1-c1nonc1N	0.5%	56.9%[activator]	3.6	32.7%	4.5%	u	-1.0	-1.8	-5.0
Cc1cc(C)c2oc(-c3cccc(NC(=O)COc4ccccc4Cl)c3C)nc2c1	18.9%	6.5%	x	5.8%	-18.4%	-6.9%	-0.2	-0.2	-4.0
COc1cc(/C=C(/C(=O)c2cccs2)c2nc3ccccc3[nH]2)cc(OC)c1O	1.3%	-16.1%	2.2	56.2µM*	-9.3%	u	-1.6	-1.9	-2.3
Cc1ccccc1-n1c(SCc2cccc(F)c2)nc2[nH]ncc2c1=O	1.2%	-4.3%	2.3	3.9%	-5.0%	-25.6%	0.3	1.5	13.1
CCNC(=O)CNC(=O)c1nn(Cc2ccccc2)c(=O)c2ccccc12	-5.9%	0.3%	12.3	20.2%	-4.1%	-7.8%	0.4	-2.1	14.3
O=C(NC1CCc2ccccc21)C12CN(Cc3ccccc3)CC1C(c1cccc([N+](=O)[O-])c1)=NO2 (centres undefined)	u	0.1%[57.1 µM]	-23.5	12.1%[57.1 µM]	3.2%	-28.5%	0.0	0.4	7.0
Cc1oc2c(c(C)cc3oc(=O)c(CC(=O)NCc4ccc(F)cc4)c(C)c32)c1C	-0.2%	2.8%	x	18.5%	-1.6%	-2.4%	0.9	x	-0.6
O=C(Nc1ccc(N2CCOCC2)cc1)c1cccc(S(=O)(=O)N2CCC(Cc3ccccc3)CC2)c1	-5.5%	6.0%[57.1 µM]	13.0	27.6%[57.1 µM]	-0.5%	-11.2%	0.5	-1.0	-1.3
COc1ccc(C2=NOC(C(=O)Nc3cccc(O)c3)C2)cc1 (centres undefined)	-2.2%	6.2%[57.1 µM]	-0.7	10.5%[57.1 µM]	-1.5%	-21.4%	0.5	0.1	-5.9
CC(OC(=O)CNC(=O)C12CC3CC(CC(C3)C1)C2)C(=O)Nc1ccc(N2CCOCC2)cc1 (centres undefined)	-0.3%	-4.7%	x	-4.1%	4.4%	-8.9%	0.2	x	-0.4
O=C(Nc1ccncc1NC(=O)c1cccc([N+](=O)[O-])c1)c1cccc([N+](=O)[O-])c1	2.5%	-10.2%	-9.3	u	0.1%	-10.4%	0.0	1.4	6.6
CC(=O)Nc1ccc(-c2csc(NC(=O)CC(NC(C)=O)c3ccccc3)n2)cc1 (centres undefined)	4.9%	0.7%	3.5	7.4%	1.7%	-21.0%	0.1	0.4	4.8
CCSc1nnc(NC(=O)C(CC)(C(F)(F)F)C(F)(F)F)s1	-2.1%	-6.9%	5.7	-7.7%	11.4%	-6.3%	2.0	3.9	1.7
CCCNC(=O)CC1C(=O)N(Cc2ccccc2)C(C)c2nc3ccccc3n21 (centres undefined)	0.5%	1.6%	0.6	-4.9%	7.9%	-12.3%	0.5	-0.1	-1.4
Cc1noc(C)c1COC(=O)c1ccc2c(c1)S(=O)(=O)c1ccccc1C2=O	-1.6%	0.9%	-4.8	14.9%	0.2%	-7.6%	0.1	0.0	7.3
COc1ccc(C/C(C)=N\NC(=O)c2c[nH]c3ccccc23)cc1OC	3.2%	2.2%	6.0	17.6%	-5.9%	-20.5%	0.1	1.5	4.7
COc1cccc(NC(=O)c2ccccc2N2C(=O)C3C4C=CC(C5CC45)C3C2=O)c1 (centres undefined)	1.4%	-1.6%	5.2	17.7%	-12.4%	-6.5%	-0.2	-0.4	-2.0
NS(=O)(=O)c1ccc(-c2ccc(C=C3C(=O)c4ccccc4C3=O)o2)cc1	-0.1%	1.8%	-6.6	-1.6%	3.7%	-26.3%	1.2	-0.1	3.4
CC(=O)Oc1ccc2c(C)cc(=O)[nH]c2c1	-0.6%	7.0%	8.6	-16.7%	-0.5%	-7.1%	0.0	-0.1	-8.4
O=c1cc(-c2ccccc2)n2c(SCc3ccc(Br)cc3)nnc2[nH]1	5.2%	2.0%[57.1 µM]	x	28.5%[57.1 µM]	-7.7%	-11.1%	-0.7	0.2	3.0
O=S(=O)(Nc1cccc(CCc2ccccn2)c1)c1ccc2ccccc2c1	-5.4%	-13.2%	4.9	-8.2%	0.0%	1.2%	-0.2	0.0	2.7
C=CCn1ccc2c([N+](=O)[O-])cccc2c1=O	-7.7%	3.9%[57.1 µM]	x	9.1%[57.1 µM]	11.7%	-1.0%	0.2	x	-9.7
CCOC(=O)N1CCN(C(=O)c2cc3c(ccc4ccccc43)oc2=O)CC1	-2.7%	91.6%[activator]	3.0	-1.1%	5.9%	-6.7%	-0.8	0.5	-1.7
CCC(CC)C(=O)Nc1cc([N+](=O)[O-])ccc1Cl	-1.6%	-14.7%	-15.2	-13.6%	2.8%	-9.8%	0.1	-0.9	-3.7
CCOC(=O)c1c(C(F)(F)C(F)(F)C(F)(F)C(F)(F)F)n[nH]c1C	u	-15.1%[57.1 µM]	0.3	1.7%[57.1 µM]	8.2%	-17.1%	0.4	0.3	-0.3
Cc1cc2c(cc3c(=O)n(CC(=O)NCCCN4CC(C)CC(C)C4)ncn32)s1 (centres undefined)	2.8%	3.3%	18.9	-0.3%	-2.8%	-0.1%	-0.2	0.2	3.2
COc1ccc(S(=O)(=O)N2CCOCC2)cc1NC(=O)COC(=O)c1ccc(C)s1	-1.8%	6.3%	-6.2	20.4%[57.1 µM]	1.1%	-9.4%	0.0	-0.5	0.9
Cc1csc(=O)n1CC(=O)Nc1nc2ccccc2s1	-1.2%	-5.2%	-0.8	-12.3%	8.9%	-4.7%	0.6	0.2	-1.1

TrxR1 inh, hit marks shown above
| structure | Pin1 inh | TrxR1 substrate | D2 antagonist | TrxR1 inh | USP1 inh | TRHR ag | TRHR enhancer |
| --- | --- | --- | --- | --- | --- | --- | --- |
| COc1cc(/C=C(/C(=O)c2cccs2)c2nc3ccccc3[nH]2)cc(OC)c1O | 1.3% | -16.1% | 2.2 | 56.2µM* | u | -1.6 | -2.3 |

Profiles, quoted from the list. Screens in order: Pin1 inh, TrxR1 substrate, D2 antagonist, TrxR1 inh, IDH1 R132H inh, USP1 inh, TRHR ag, D2 agonist, TRHR enhancer
COc1ccc(S(=O)(=O)N2CCOCC2)cc1NC(=O)COC(=O)c1ccc(C)s1 is listed with -1.8%, 6.3%, -6.2, 20.4%[57.1 µM], 1.1%, -9.4%, 0.0, -0.5, 0.9
COc1cccc(NC(=O)c2ccccc2N2C(=O)C3C4C=CC(C5CC45)C3C2=O)c1 (centres undefined) is listed with 1.4%, -1.6%, 5.2, 17.7%, -12.4%, -6.5%, -0.2, -0.4, -2.0

This is a subset; the hit share may differ from the screen's.
